Compound activity: PubChem, several laboratories
Exocytosis inh: lytic granule exocytosis inhibition; TALL-104 LAMP-1 surface exposure, flow cytometry; cells stimulated with thapsigargin and PMA; inhibition, % at 10 µM; 360,000 tested, 0.66% active; AID 651702;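 active means inhibition above about 55%, limit read from the data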
HTR2A ag: agonists of mouse serotonin 5-HT2A receptor (HTR2A); P35363; CHO-K1 mHTR2A beta-arrestin complementation, luminescence; percent of 30 µM serotonin response; activation, % at 7.6 µM; 360,000 tested, 0.66% active; AID 624169;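 active means activation above a run cutoff, the mean activation of all tested compounds plus 3 SD, cut at about 14% in these data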;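 further: 0% = plate median of compound wells and 100% = 30 µM serotonin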
Target sequence (P35363 whole entry, looked up): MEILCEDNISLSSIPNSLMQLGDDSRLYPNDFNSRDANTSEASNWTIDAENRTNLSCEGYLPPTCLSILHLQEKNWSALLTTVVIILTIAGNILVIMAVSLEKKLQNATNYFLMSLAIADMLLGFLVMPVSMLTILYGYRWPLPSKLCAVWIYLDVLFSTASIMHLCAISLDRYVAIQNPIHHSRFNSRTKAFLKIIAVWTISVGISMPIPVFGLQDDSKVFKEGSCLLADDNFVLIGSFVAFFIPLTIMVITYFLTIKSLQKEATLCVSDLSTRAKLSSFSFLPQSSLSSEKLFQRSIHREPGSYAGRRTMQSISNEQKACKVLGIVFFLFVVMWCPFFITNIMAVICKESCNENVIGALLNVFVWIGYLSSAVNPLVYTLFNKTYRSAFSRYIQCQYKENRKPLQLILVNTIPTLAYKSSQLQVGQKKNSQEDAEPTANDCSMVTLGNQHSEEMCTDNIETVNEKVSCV
MC4R antag cAMP: human MC4R antagonism in cAMP assay | 360,000 tested, 0.48% active | P32245 | inhibition, % at 6.5 µM | MC4R-expressing cells, MTII-stimulated cAMP, LANCE TR-FRET | AID 540295;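 active means inhibition above its plate's cutoff, the mean of tested wells on that plate plus 3 SD, cut at about 29% in these data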;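 further: 0% = Melanotan II alone and 100% = Melanotan II plus saturating MCL0020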
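system = U2OS cells with stable human MC4R expression | also added = Melanotan II challenge after compound preincubation | dosing = one concentration, 6.5 µM nominal | incubation = compound 30 min, challenge 1 h, detection 1 h | measured by = TR-FRET with Eu-cAMP and labeled anti-cAMP, 671 nm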
CaV13 FRET inh: Disruptors of the CACNA1D IQ motif to Ca2+-dependent inactivation inhibitor domain association, primary screening, Förster resonance energy transfer in intact living … | AID 743397 | HEK cells, CFP/YFP FRET ICDI-IQ, plate reader, 10 min; percent FRET-ratio fall versus neutral wells | inhibition, % at 12.3 µM | 340,000 tested, 0.098% active;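 active means mean replicate inhibition of at least 30% and at least 1% of replicates passing that level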;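 further: 0% = median of the neutral control wells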
MC4R ag barr: agonists of human melanocortin 4 receptor (MC4R) beta-arrestin | P32245 | U2OS MC4R beta-arrestin complementation, luminescence; percent of melanotan II response, DMSO zero | activation, % at 8.9 µM | 360,000 tested, 0.98% active;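 active means activation above a per-plate cutoff, the mean activation of sample wells on that plate plus 3 SD, cut at about 8% in these data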
ABHD5 PLIN5 PPI: blocks binding of human ABHD5 to perilipin-5 | Q00G26+Q8WTS1 | Split G. princeps luciferase complementation, luminescence, 4 h | inhibition, % at 4 µM | 360,000 tested, 0.78% active | AID 602281;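 active means inhibition above the mean inhibition across every tested compound plus 3 SD, cut at about 22% in these data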;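 further: 0% = DMSO only wells and the 100% control is not disclosed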
ABCB6 inh 2: blocks the human ABCB6 transporter. K562-ABCB6 porphyrin accumulation, flow cytometry, 1 h; hits give low values. AID 602162. 360,000 tested, 0.19% active. fluorescence ratio to DMSO, % at 10 µM. Q9NP58;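 active means fluorescence ratio to DMSO below 75%, the collection mean minus 3 SD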;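 further: signal is porphyrin accumulated inside mitochondria; 100% equals median channel fluorescence of DMSO control wells; lower ratio means ABCB6 inhibition with less porphyrin fluorescence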
PDI inh: inhibitors of human protein disulfide isomerase | AID 588391 | 350,000 tested, 0.052% active | P07237 | PDI insulin aggregation turbidity, A650, 90 min | inhibition, % at 10 µM;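 active means mean inhibition across replicates of 30% or more, whatever share of single replicates reach that level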;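 further: absorbance from insulin aggregation driven by PDI reduction with DTT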
Target sequence (P07237 whole entry, looked up): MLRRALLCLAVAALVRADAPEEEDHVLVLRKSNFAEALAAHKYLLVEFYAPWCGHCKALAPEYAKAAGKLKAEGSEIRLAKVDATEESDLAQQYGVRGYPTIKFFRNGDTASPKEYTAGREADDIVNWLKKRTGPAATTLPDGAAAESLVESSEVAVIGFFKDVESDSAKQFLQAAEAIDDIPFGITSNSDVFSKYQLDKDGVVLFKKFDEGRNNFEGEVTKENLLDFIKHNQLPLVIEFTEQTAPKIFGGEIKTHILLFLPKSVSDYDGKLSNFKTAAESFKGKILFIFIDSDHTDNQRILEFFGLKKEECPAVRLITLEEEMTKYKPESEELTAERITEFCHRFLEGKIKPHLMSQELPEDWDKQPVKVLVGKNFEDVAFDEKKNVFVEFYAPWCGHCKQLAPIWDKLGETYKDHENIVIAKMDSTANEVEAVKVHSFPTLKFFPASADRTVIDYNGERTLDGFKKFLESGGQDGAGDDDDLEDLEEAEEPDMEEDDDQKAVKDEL
Glyco luc inh: N-linked glycosylation inhibition. D54 ERlucT glycosylation luciferase reporter, 24 h; percent of 100 nM tunicamycin response. reporter increase, % at 12.5 µM. 360,000 tested, 0.23% active;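 active means mean luciferase reporter signal, scaled so untreated is 0 and the glycosylation-blocking control 100, at or above a set limit in every replicate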;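 further: luciferase carries N-glycosylation sites so blocking glycosylation raises the light; 0% = median of neutral control wells and 100% = median of 100 nM tunicamycin wells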
H9c2 protect: myocardial damage modulation in H9c2 cells; H9c2 cardiomyocytes, H2O2 injury protection, ATPLite, 2 h; protection from H2O2 cell death, % at 20 µM; 360,000 tested, 0.63% active; AID 588492;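 active means compounds giving at least 50% protection of heart cells from peroxide-induced death in the single-dose screen, raw or plate-pattern-corrected value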;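 further: 0% = DMSO wells with peroxide and 100% = DMSO wells without peroxide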
* = called active by the depositor; · = no result given.

SMILES	Exocytosis inh	HTR2A ag	MC4R antag cAMP	CaV13 FRET inh	MC4R ag barr	ABHD5 PLIN5 PPI	ABCB6 inh 2	PDI inh	Glyco luc inh	H9c2 protect
CCCn1nnnc1NCc1ccc(F)cc1	-12	0	3	10	-1.1	-1	102	25	0	3
COc1ccc(CNC(=O)c2cccc(S(=O)(=O)N3CCN(C)CC3)c2)cc1	-4	-3	-2	-8	0.5	0	97	4	-2	8
Cc1ccc(/C=C/c2onc(C)c2S(=O)(=O)N2CCC(C(=O)NC(C)(C)C)CC2)cc1	-2	-11	4	-6	-1.4	-13	100	·	-3	-6
Cc1cc(NC(=O)c2ccccc2Cl)n(C(C)(C)C)n1	5	0	-1	-21	3.0	3	100	6	3	2
CSCCC(NC(=O)COc1ccccc1)C(=O)NCC(C)(C)N1CCOCC1 (centres undefined)	0	2	7	-12	-2.5	-7	98	-7	-1	-1
CCN(CC)S(=O)(=O)c1ccc2c3c(cccc13)C(=O)N2	6	-3	4	-5	0.7	0	99	11	0	-14
CC1CCN(c2c([N+](=O)[O-])c(=O)oc3ccccc23)CC1	5	0	1	-4	-1.6	-2	101	-1	2	2
Cc1ccc2c(c1)c1c3n2CCN=C3CCC1	2	-7	-3	·	0.9	-4	100	-5	-2	-3
Nc1nnnn1/N=C/c1cccc(OCc2ccccc2Cl)c1	17	-2	11	-5	1.8	-2	93	-3	-2	-2
CCOC(=O)C1CCCN(C(=O)Cn2c(=O)c3cccn3c3cccnc32)C1 (centres undefined)	0	9	8	-7	-2.0	7	95	-14	2	4
COc1ccc2c(c1OC)C(=O)OC2N1C(=O)CC[C@H]1C(=O)Nc1ccc(F)cc1F (some centres undefined)	6	-1	9	·	-2.8	-11	104	·	1	5
CCc1nc(NCc2cccnc2)c2oc3ccccc3c2n1	-4	4	-5	·	-0.5	2	102	-2	1	-4
Cc1ccc2oc(=O)cc(CN3CCN(Cc4ccccc4)CC3)c2c1	-4	-18	5	-2	-1.8	-14	100	-4	0	10
COc1ccc(CCNC(=O)COc2ccc(S(=O)(=O)NCC(C)C)cc2Cl)cc1OC	0	2	12	-6	1.2	-2	101	-12	-1	8
CCN1C(=O)/C(=C2/Sc3ccc(OC)cc3N2C)SC1=Nc1ccc(OC)cc1	-6	3	1	-5	-0.3	0	102	1	3	2
CCN1CCN(C(=O)Nc2cccc3ccccc23)CC1	-1	-5	2	·	-0.9	-9	97	0	1	3
COC(=O)c1ccc(C)c(NC(=O)CCSc2ccc(C)cc2)c1	-4	-3	1	-5	0.0	-8	110	-1	-1	6
CC12CCC(C(=O)Nc3ccccc3N3CCOCC3)(CC1=O)C2(C)C (centres undefined)	-4	3	8	-5	0.6	-3	103	-2	2	1
COCC(C)n1c(C)cc(C(=O)COc2ccc(S(=O)(=O)N3CCOCC3)cc2Cl)c1C (centres undefined)	1	3	8	-4	-1.1	4	98	6	-3	-5
COc1ccccc1NC(=O)c1ccc2nc(C)c(C)nc2c1	1	5	1	·	-2.4	4	83	4	0	-3
O=C(Nc1ccccn1)c1ccc(CN(c2ccccc2)S(=O)(=O)c2ccccc2)cc1	3	-6	10	-15	-0.3	8	105	0	-3	1
COC(=O)c1ccc(NC(=O)c2cccc(N3C(=O)C4C5C=CC(C6CC56)C4C3=O)c2)cc1 (centres undefined)	22	-3	6	-6	0.6	-5	89	0	-3	-10
COc1ccc(C2C(C#N)=C(N)Oc3n[nH]c(C)c32)cc1Cn1nc(C)c([N+](=O)[O-])c1C (centres undefined)	1	2	6	-3	0.3	11	97	4	-1	35
Cc1cc(C)c(C#N)c(SCc2nc3ccccc3[nH]2)n1	0	3	-2	·	-2.2	-5	81	-9	0	2
COc1cccc(NC(=O)NCCC2=CCCCC2)c1	-2	0	4	-3	-1.9	-6	88	-8	-1	-19
CC(=O)Oc1cccc(N2C(=O)c3ccccc3C2=O)c1	12	2	8	-5	-1.5	-4	106	-10	0	5
CCn1c2ccccc2c2nnc(SCC(=O)NCCOC)nc21	0	-2	0	·	-0.1	0	95	-1	0	3
Cc1cc(N2CCN(S(=O)(=O)c3ccc(Br)cc3)CC2)n2ncnc2n1	-3	3	-1	-7	-1.0	5	100	5	1	0
O=C(NCCc1ccccc1)c1cccc2c(-c3cccnc3)coc12	1	2	-10	-11	-0.3	11	100	-7	5	28
CCCCOc1ccc(N(CC(=O)NCc2ccccc2)C(=O)c2csnn2)cc1	23	9	13	-4	2.9	-8	108	0	2	-3
CCCCn1c(SCC(=O)NC(=O)Cc2ccccc2)nc2ccccc2c1=O	-6	5	1	-5	-0.7	-4	91	12	4	-9
COc1ccc2[nH]c(C)c(CCNc3ccc(C(F)(F)F)cc3[N+](=O)[O-])c2c1	-1	-10	6	-3	-3.5	-16	90	6	-3	-7
Cc1cccc(NC(=O)C2CCN(C(=O)NCc3ccccc3)CC2)c1C	-12	-5	-1	-3	-1.5	6	111	-2	0	4
COc1cccc(C(=O)NCCSCc2ccccc2Cl)c1	5	2	-5	-22	-0.1	10	94	-5	0	-4
CCCCCOc1ccc(/C=c2\sc3nc(=O)c(-c4ccccc4)nn3c2=O)cc1OC	0	2	2	-4	1.4	1	103	5	1	2
Cc1cc(C)c2c(c1)NC(C(=O)O)C1CC=CC21 (centres undefined)	-26	3	3	-4	-0.5	-4	119	-23	-2	5
COc1cccc(N2CCN(S(=O)(=O)c3ccc(-c4cnc(C5CC5)o4)cc3)CC2)c1	1	6	5	-8	0.6	3	91	10	-1	-8
CCC(C(=O)N1CCN(Cc2ccc3c(c2)OCO3)CC1)n1c(=O)[nH]c2ccccc2c1=O (centres undefined)	5	1	20	-3	-0.1	-3	105	3	-1	6
COc1cccc(-c2nnc3sc(C4CCCCC4)nn23)c1	-3	-1	-12	-5	0.5	-2	94	2	-11	-5
O=C(c1cccc2ccccc12)N1CCCCC1	7	6	3	-20	-0.1	-1	92	-2	4	5
O=C(Nc1cccnc1)c1cc2nc(C3CC3)cc(C(F)(F)F)n2n1	25	-2	-2	-5	-1.4	2	106	0	0	8
O=C1NC(c2ccccc2)=C(c2nc3ccccc3s2)C(c2ccc(F)cc2)N1 (centres undefined)	-2	3	-2	-5	3.6	-8	97	-1	1	-17
O=C(NCC1(N2CCCCC2)CCCCC1)c1ccc(NS(=O)(=O)c2ccc(F)cc2)cc1	26	-12	9	-5	-2.2	20	100	-1	-6	2
CC(=O)C[C@H](O)CC(=O)[C@@H]1OC(=O)CCCCCCc2ccccc21	-5	1	-2	-6	-2.5	-1	96	-1	1	-3
C=CCNc1nc(N)c([N+](=O)[O-])c(NC2CCCCC2)n1	-20	-2	-4	-18	3.0	-12	96	-2	1	-7
Cc1nnc2ccc(Oc3ccc(-c4ccccc4)cc3)nn12	-1	-2	7	-3	-0.3	-1	99	-2	-4	-12
O=C(NCc1ccco1)c1cccc(-c2ccc3nncn3c2)c1	12	0	11	-5	1.4	5	107	4	5	22
COc1ccc(NC(=O)N2Cc3ccccc3CC2C(=O)NC(C)(C)C)cc1 (centres undefined)	1	0	6	·	-1.5	-1	92	6	-1	1
Cc1nn(CC(=O)NCCCN2CCN(Cc3ccccc3)CC2)c(=O)c2cc(-c3ccccc3)nn12	8	-9	3	-2	-1.4	-5	91	-1	0	-10
OC1(c2ccc(F)cc2)CCN(Cc2nnnn2Cc2cccs2)CC1	3	0	7	-6	0.1	-6	97	-4	-1	5
O=C(NCCN1CCOCC1)c1c(O)nc2sccn2c1=O	-1	7	-3	-6	-1.8	-3	103	2	4	-11
COC(=O)c1ccccc1NC(=O)c1sc(N)nc1C	1	1	8	-5	2.0	0	96	1	2	6
Cc1ccc(C)c(C(=O)Nc2c(C(N)=O)oc3ccccc23)c1	-1	8	3	-7	0.3	4	99	9	9	27
Cc1ccc2cc(C#N)c(SCC(=O)NNC(=O)Cc3ccccc3)nc2c1	1	4	-2	-5	4.7	7	100	-295	0	1
O=C(NCC1CCCO1)c1cnn2c1NC(c1ccccc1)CC2C(F)(F)F (centres undefined)	-5	0	11	·	2.7	-1	102	1	1	-3
COc1ccc(CC(=O)N/N=C/C=C/c2cccc([N+](=O)[O-])c2)cc1OC	-12	0	-7	-4	-0.8	5	97	-1	1	-7
COc1ccccc1N1CC(C(=O)OCC(=O)c2c(N)n(C)c(=O)n(C)c2=O)CC1=O (centres undefined)	-8	6	1	-12	-0.5	-1	87	-4	3	-3
O=C(N/N=C/c1ccc(Cl)cc1Cl)c1cccc(F)c1	-3	-8	15	-5	-0.1	-6	100	-4	-6	17
Cc1ccc(-c2csc3nc(CSc4nnc(-c5ccc(Cl)cc5)n4C)[nH]c(=O)c23)cc1	0	-1	1	-5	-1.4	0	98	2	0	-1
CC[C@H](C)[C@H](NC(N)=O)C(=O)Nc1ccc(C)cc1	0	-1	-2	-18	-2.1	2	93	-3	1	2
More structures
SMILES	Exocytosis inh	HTR2A ag	MC4R antag cAMP	CaV13 FRET inh	MC4R ag barr	ABHD5 PLIN5 PPI	ABCB6 inh 2	PDI inh	Glyco luc inh	H9c2 protect
COc1cccc(NC(=O)COC(=O)c2c3c(nc4ccccc24)CCC(C)C3)c1 (centres undefined)	14	0	15	-8	1.6	0	89	0	1	13
O=C(O)CNC(=O)C1COc2ccccc2O1 (centres undefined)	0	-8	10	-7	-2.1	-3	100	-3	2	9
CCS(=O)(=O)Nc1cccc(-c2cn3c(n2)SCC3)c1	2	-1	8	-17	-2.3	-9	91	6	2	4
CCc1ccc(N(C(=O)c2csnn2)C(C(=O)NC(C)(C)C)c2ccncc2)cc1 (centres undefined)	-3	-5	9	·	-0.6	6	93	-7	1	-6
Nc1[nH]c(C(=O)c2ccccc2)c(-c2ccc(Cl)cc2Cl)c1C(=O)c1ccc(Br)cc1	-11	11	·	-3	·	-2	99	·	·	·
CCCCCCn1c(=O)n2n(c1=O)C[C@]1(OC(=O)NCc3ccccc3F)CN(S(=O)(=O)c3ccc(C)cc3)C[C@]1(O)C2	0	-1	20	-4	1.8	-5	100	-4	0	-8
Cc1ccc(C(=O)c2nc(C(=O)NCCO)nc3ccccc23)cc1	1	16*	15	-12	-0.3	-4	101	5	5	3
CCN(CC)S(=O)(=O)c1cc(NC(=O)c2ccc3c(c2)NC(=O)C(C)S3)ccc1C (centres undefined)	-3	-5	11	-17	0.6	-5	95	-5	-5	-12
CC(C)C(=O)Nc1ccccc1N1CCN(C(=O)c2ccccc2)CC1	4	4	14	-6	0.8	-1	103	2	2	24

Entries of single compounds from above.
CCS(=O)(=O)Nc1cccc(-c2cn3c(n2)SCC3)c1 as listed: Exocytosis inh: 2; HTR2A ag: -1; MC4R antag cAMP: 8; CaV13 FRET inh: -17; MC4R ag barr: -2.3; ABHD5 PLIN5 PPI: -9; ABCB6 inh 2: 91; PDI inh: 6; Glyco luc inh: 2; H9c2 protect: 4
CCN(CC)S(=O)(=O)c1cc(NC(=O)c2ccc3c(c2)NC(=O)C(C)S3)ccc1C (centres undefined) as listed: Exocytosis inh: -3; HTR2A ag: -5; MC4R antag cAMP: 11; CaV13 FRET inh: -17; MC4R ag barr: 0.6; ABHD5 PLIN5 PPI: -5; ABCB6 inh 2: 95; PDI inh: -5; Glyco luc inh: -5; H9c2 protect: -12
